PLAP inhibitors HTS = PLAP enzyme inhibitors, biochemical, luminescence, HTS (AID 690) | purified PLAP, luminescent substrate; higher % means a stronger effect | one-dose inhibition, % at 20 µM; IC50 in µM for titrated hits | 96,000 tested, 0.08% active; in the data active = a potency from the dose series; inactive = the rest, 99 in 100 with inhibition below about 30%; also: strong numbers were not always called active
IL1B NFkB pot = enhances IL-1B driven NFkB nuclear translocation. HUVEC IL-1B NFkB p65 nuclear translocation imaging. activation, % at 2 µM. 94,000 tested, 0.3% active. AID 819;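 active = activation above 40%, about the mean plus 3 SD, also judged a hit on visual image review; inconclusive = activation above 40% but not a hit on visual review; inactive = activation not above 40% and no visual hit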;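 also: percent activation is computed from the nuclear over cytoplasmic p65 intensity ratio; values of inactives mirror those of a sister screen read the other way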
MRP reversal = compounds reversing MRP-mediated drug resistance; H69AR cells + 2 uM doxorubicin, CellTiter-Glo, 72 h; differential viability (reversal), % at 10 µM; 85,000 tested, 0.04% active; AID 602;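 active = viability drop by adding the cancer drug above about 55%, with treated viability meeting a 40% cutoff, limit read from the data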;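 also: viability without doxorubicin minus viability with 2 µM doxorubicin for each compound; larger differential means the compound sensitizes cells more to doxorubicin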
NFkB transloc inh = blocks IL-1B driven NFkB nuclear translocation in HUVEC cells; HUVEC IL-1B NFkB p65 nuclear translocation imaging; inhibition, % at 2 µM; 94,000 tested, 0.43% active; AID 796;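 active = inhibition above about 30% together with a positive call from visual inspection of the well image, limit read from the data; inconclusive = inhibition above a set limit but visual check negative; inactive = inhibition not above a set limit, visual check negative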;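 also: nuclear over cytoplasmic p65 intensity ratio measured by imaging; 0% = IL-1B stimulated DMSO wells and 100% = unstimulated DMSO wells; values of inactives mirror those of a sister screen read the other way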
Bcl-B displacement = displacers of TR3 peptide from Bcl-B, primary screen, selectivity assay for Bfl-1 inhibitor project, biochemical, fluorescence polarization; AID 748; 96,000 tested, 0.11% active; FP displacement of FITC-TR3 peptide from Bcl-B; higher % means a stronger effect; displacement, % at 20 µM; hits with a dose series show IC50 in µM;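 active = displacement above 50% at 20 µM plus a fluorescence interference ratio under 1.5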;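 also: plate controls were wells without compound for no effect and wells lacking Bcl-B protein for full effect; a part of the inactive calls stands beside numbers as strong as those of hits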
MRP reversal cytotoxicity = second read-out of MRP reversal, no call of its own (marks repeat the call); viability, %; H69AR cells, CellTiter-Glo, 72 h; measured here: cytotoxicity without doxorubicin
MRP reversal with doxorubicin = also measured in MRP reversal; calls as there; viability, %; measured here: viability with 2 uM doxorubicin; hits give low values
NFkB transloc inh cell count 2 µM = further read-out of NFkB transloc inh, marked with its call; cell count; measured here: cells passing quality filter;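 raw number of nuclei counted in each imaged well without normalization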
IL1B NFkB pot cell count 2 µM = also measured in IL1B NFkB pot; calls as there; cell count; measured here: cells passing quality filter
The depositor's hits bear a star; ? = inconclusive; nt = not tested or not shown. Only part of the results is shown. The share of hits here may be higher or lower than overall.

SMILES	PLAP inhibitors HTS	IL1B NFkB pot	IL1B NFkB pot cell count 2 µM	MRP reversal	MRP reversal cytotoxicity	MRP reversal with doxorubicin	NFkB transloc inh	NFkB transloc inh cell count 2 µM	Bcl-B displacement
COc1ccc(/C=N/n2c(C)nnc2C)c(OC)c1OC	-28%	11	108	-2	92	94	-11	108	-8%
CCN1CCN(C(=O)CN(c2cc(OC)ccc2OC)S(C)(=O)=O)CC1	-25%	32	131	2	97	95	-32	131	-5%
Clc1ccc(CO/N=C/c2c(-c3ccccc3)nc3n2CCS3)c(Cl)c1	-14%	0	125	nt	nt	nt	0	125	-4%
Cn1c(Cc2ccc3c(c2)OCO3)nnc1SCC(=O)N1CCc2ccccc2C1	-34%	4	137	23	112	89	-4	137	14%
O=C(NC(Cc1ccccc1)C(=O)OCC(=O)N1CCc2ccccc21)c1ccco1 (configuration not stated)	18%	nt	nt	13	94	81	nt	nt	-10%
Cc1ccc(-c2nnc(SCc3nc4ccccc4[nH]3)n2Cc2ccco2)cc1	-4%	0	151	1	75	74	0	151	5%
COc1ccc(-c2nnc(N(C)C(=O)C3CCOC3)s2)cc1 (configuration not stated)	nt	2	121	4	97	93	-2	121	nt
CNc1nc(Sc2ccc(C)cc2)cc(C(F)(F)F)n1	7%	14	230	nt	nt	nt	-14	230	-9%
CN1CC=C2C(C#N)=C(N)C(C#N)(C#N)[C@H](c3cccc(Cl)c3)C2C1 (some centres not stated)	-4%	-34	68	2	62	60	34*	68*	49%
COc1ccc(CN2CN(C(C)C)CSC2=S)cc1	16%	0	95	0	1	0	0	95	1%

Rewritten with values under each structure: three of the compounds above.
Every second line gives: PLAP inhibitors HTS | IL1B NFkB pot | IL1B NFkB pot cell count 2 µM | MRP reversal | MRP reversal cytotoxicity | MRP reversal with doxorubicin | NFkB transloc inh | NFkB transloc inh cell count 2 µM | Bcl-B displacement
Cn1c(Cc2ccc3c(c2)OCO3)nnc1SCC(=O)N1CCc2ccccc2C1
    -34% | 4 | 137 | 23 | 112 | 89 | -4 | 137 | 14%
O=C(NC(Cc1ccccc1)C(=O)OCC(=O)N1CCc2ccccc21)c1ccco1 (configuration not stated)
    18% | nt | nt | 13 | 94 | 81 | nt | nt | -10%
Cc1ccc(-c2nnc(SCc3nc4ccccc4[nH]3)n2Cc2ccco2)cc1
    -4% | 0 | 151 | 1 | 75 | 74 | 0 | 151 | 5%

Next part.
SMILES	PLAP inhibitors HTS	IL1B NFkB pot	IL1B NFkB pot cell count 2 µM	MRP reversal	MRP reversal cytotoxicity	MRP reversal with doxorubicin	NFkB transloc inh	NFkB transloc inh cell count 2 µM	Bcl-B displacement
Cc1nc2c(C)cccc2cc1C(=O)N/N=C/c1ccc(N(C)C)cc1	-62%	-2	187	nt	nt	nt	2	187	-8%
CCc1nc2c(c(=O)[nH]1)C1(CCCC1)Cc1ccccc1-2	-2%	6	121	nt	nt	nt	-6	121	3%
O=C(Cn1cnc2c(nnn2-c2ccccc2)c1=O)NCC1CCCO1 (configuration not stated)	-15%	nt	nt	1	101	100	nt	nt	0%
COc1ccc(C2CC(c3ccccc3)Nc3nc(NC(=O)c4cccs4)nn32)cc1 (configuration not stated)	-46%	5	167	-2	83	85	-5	167	-3%
COc1ccc(NC(=S)NNC(=O)C(C)n2nc(C)c([N+](=O)[O-])c2C)cc1 (configuration not stated)	-131%	12	207	nt	nt	nt	-12	207	6%
N#CC1=C(S)N=C(N)C(c2nc(-c3ccccc3)cs2)C12CCCC2 (configuration not stated)	-151%	5	197	nt	nt	nt	-5	197	-16%
Cc1ccc(Oc2ncccc2/C=N/O)cc1	15%	7	147	nt	nt	nt	-6	147	-18%
Cn1c(O)c(C=NCC2CCNCC2)c(=O)n(C)c1=O	nt	7	128	-10	93	103	-7	128	nt
CCSc1nnc(NC(=O)C(CC)(C(F)(F)F)C(F)(F)F)s1	-5%	2	173	-31	36	66	-2	173	0%
COc1ccc(CN(Cc2ccncc2)C(=O)CCC(=O)O)cc1	-23%	7	44	-6	93	99	-7	44	3%
Cc1ccc(C)c(Cn2c(C(C)O)nc3ccccc32)c1 (configuration not stated)	-28%	-5	109	2	99	97	5	109	-6%
Cc1occc1C(=O)Nc1ccc2c(c1)CCC2	4%	-1	141	nt	nt	nt	1	141	-3%
CCOC(=O)C1=C(C)C(c2ccccc2OC)NC(=O)N1 (configuration not stated)	-10%	-4	61	-7	82	90	4	61	-10%
Cc1cc(NC(=O)CSc2ccc3nnc(-c4cccs4)n3n2)no1	-32%	17	79	8	79	71	-17	79	24%
O=C(Nc1ccc(/C=C/c2nc3ccccc3o2)cc1)c1c(F)cccc1F	-33%	9	187	nt	nt	nt	-9	187	-45%
c1cncc(-c2nn3cnnc3s2)c1	8%	-8	120	nt	nt	nt	8	120	0%
Cc1ccc(-n2nnnc2SCC(=O)Nc2ccccc2N2CCCCC2)cc1C	7%	2	178	-1	65	66	-2	178	-1%
CC(NC(=O)c1cc(-c2ccc3c(c2)OCO3)nc2ccccc12)C(C)(C)C (configuration not stated)	-16%	7	190	-6	16	23	-7	190	2%
Cc1ccc2c(c1)N(CCC(=O)NCc1cccnc1)C(=O)CO2	-2%	7	199	-5	95	100	-7	199	-12%
Cc1cccc(/C=N\Nc2cn[nH]c(=O)c2Cl)c1	10%	-6	199	nt	nt	nt	6	199	4%
Cc1cccc(NC(=O)N2CCN(Cc3ccccc3)CC2)c1	nt	-12	150	6	93	87	12	150	nt
COc1ccc(C(=O)c2ccc(Cl)cc2)c2ccccc12	21%	11	172	-30	17	47	-11	172	12%
CC(Sc1ccccn1)C(=O)Nc1ccc(S(N)(=O)=O)cc1 (configuration not stated)	24%	-9	42	1	94	93	9	42	-7%
CC1Cc2nc(SCC(=O)N3CCOCC3)n(-c3ccccc3)c(=O)c2S1 (configuration not stated)	-23%	nt	nt	11	89	78	nt	nt	-2%
COc1ccc(NC2CC(=O)N(c3cccc(C)c3)C2=O)cc1 (configuration not stated)	-1%	2	136	9	100	92	-2	136	-2%
c1ccc(N2CCN(c3ccc4nncn4n3)CC2)nc1	13%	17	64	-10	88	97	-17	64	-3%
O=C(CSc1n[nH]c(-c2ccc(S(=O)(=O)N3CCCCC3)cc2)n1)Nc1nccs1	-71%	-6	86	-19	65	84	6	86	-3%
COc1ccc2nc(C)cc(SCC(=O)Nc3c(C)cc(C)cc3C)c2c1	-18%	-6	126	nt	nt	nt	6	126	-12%
COc1ccc(OC)c(N(CC(=O)NCc2ccccn2)S(C)(=O)=O)c1	6%	21	220	nt	nt	nt	-21	220	-14%
COc1ccc(C2=Nn3c(nnc3-c3ccncc3)SC2)cc1OC	11%	2	165	nt	nt	nt	-2	165	17%
COc1cc(C)c2occ(/C(C)=N\O)c2c1	6%	-4	188	-5	96	101	4	188	8%
O=S(=O)(c1cccc(-n2cnnn2)c1)N1CCOCC1	-3%	8	112	4	97	93	-8	112	-7%
Cc1cccc(N2C(=O)CC(Sc3nnc(C)s3)C2=O)c1 (configuration not stated)	nt	-11	78	26	113	86	11	78	nt
O=C(COc1ccc2c(c1)CCC2)N1CCc2ccccc21	17%	-13	217	3	81	79	13	217	-1%
Cc1cc(C(=O)OCC(=O)Nc2ccc(F)cc2)c(C)o1	10%	25	97	4	101	97	-25	97	-6%
COc1ccc(OC)c(C2C(C(C)=O)=C(O)C(=O)N2CCC(=O)O)c1 (configuration not stated)	-13%	10	187	0	98	98	-10	187	-6%
COc1c(S(=O)(=O)N2CCCC2)ccc(Cl)c1Cl	-7%	21	139	13	93	80	-21	139	-8%
CC(C)(C)c1ccccc1N=Cc1ccc2ccccc2n1	14%	15	171	nt	nt	nt	-15	171	0%
COc1ccc(S(=O)(=O)Cc2ccc(C(=O)N3CCN(c4ncccn4)CC3)o2)cc1	nt	-10	167	6	92	86	10	167	nt
COc1ccc(CCNC(=O)c2ccc(Cl)cc2)cc1	18%	20	139	nt	nt	nt	-20	139	7%
CCc1[nH]c(=O)c(C#N)c2c1COC(C)(C)C2	-7%	-13	185	-8	92	100	13	185	2%
COc1ccc(S(=O)(=O)N(n2c(C)nnc2-n2nc(C)cc2C)S(=O)(=O)c2ccc(OC)cc2)cc1	nt	-3	181	12	91	78	3	181	nt
COc1cccc(OCC(=O)NC2CCCCC2)c1	-16%	0	85	5	89	84	0	85	-1%
COc1ccc(OC)c(S(=O)(=O)n2nnc3ccccc32)c1	8%	nt	nt	-5	92	96	nt	nt	6%
CC1(C)Oc2ccc(C(=O)NC3CCCC3)cc2N(CC(=O)NC2CCCC2)C1=O	-7%	28	64	6	91	85	-28	64	1%
CCN(CC)S(=O)(=O)c1cccc(C(=O)N[C@H](C(=O)NCc2ccc(Cl)cc2)C(C)C)c1	-77%	7	196	nt	nt	nt	-7	196	-69%
CCn1c(N)c(C(=O)NCc2ccco2)sc1=S	-28%	?	nt	5	95	89	-51	125	0%
CCC(=O)c1ccc(OCCN2CCOCC2)cc1	11%	-9	107	-1	100	101	9	107	-4%
O=[N+]([O-])c1cc2c(c(CSc3nnc(Nc4ccccc4)s3)c1)OCOC2	-14%	10	182	nt	nt	nt	-10	182	10%
NC(=O)/C(=C/c1ccco1)NC(=O)/C=C/c1ccccc1	10%	15	138	nt	nt	nt	-15	138	27%

Going on with the list:
SMILES	PLAP inhibitors HTS	IL1B NFkB pot	IL1B NFkB pot cell count 2 µM	MRP reversal	MRP reversal cytotoxicity	MRP reversal with doxorubicin	NFkB transloc inh	NFkB transloc inh cell count 2 µM	Bcl-B displacement
O=C(C1CCN(S(=O)(=O)c2cnc[nH]2)CC1)N1CCc2ccccc2C1	-64%	nt	nt	4	92	88	nt	nt	-10%
CCOc1ccc(-c2noc(-c3cccnc3)n2)cc1OC	-42%	3	141	2	91	89	-3	141	-3%
Cc1ccc(C(=O)NCCCn2ccnc2)o1	-4%	13	54	-14	95	109	-13	54	11%
CCOC(=O)CSc1nc2c(c(-c3ccc(C)o3)c1C#N)CCCC2	2%	4	149	nt	nt	nt	-4	149	3%
CN(C)c1ccc(-c2nn3c(-c4ccc(Cl)cc4Cl)nnc3s2)cc1	-17%	nt	nt	-13	14	27	nt	nt	22%
CSc1nc2ccccc2c(=O)n1N	5%	20	141	12	110	97	-20	141	-5%
Cc1onc(C(=O)N2CCC(C(N)=O)CC2)c1-c1ccccc1Cl	4%	?	nt	-6	91	97	-58	161	-9%
CC1CCCCC1NC(=O)C1CCN(C(=O)NC2CCCCC2)CC1 (configuration not stated)	-12%	8	109	6	100	94	-8	109	2%
Cc1cc(C)nc(SCC(=O)N/N=C\c2sccc2C)n1	-5%	2	135	nt	nt	nt	-2	135	0%
CC(/C=C/c1ccccc1)=N\NC(=O)c1ccncc1	-88%	7	148	nt	nt	nt	-7	148	-9%
Fc1cccc(-n2ncc(-c3nnnn3-c3ccccc3)c2C(F)(F)F)c1	nt	10	123	-3	103	106	-10	123	nt
CC(C)C(=O)Nc1nnc(SCC(=O)NC2CC2)s1	12%	7	122	2	103	101	-7	122	6%
CC1=C(C)CC(C(=O)c2ccc(C)cc2)C(C(=O)O)C1 (configuration not stated)	-14%	10	134	-23	97	120	-10	134	3%
CC(C)c1ccc(C(C(=O)NC2CCCC2)N(C(=O)CNC(=O)c2ccco2)c2cccnc2)cc1 (configuration not stated)	nt	18	94	35	114	79	-18	94	nt
O=S(=O)(c1ccccc1)N1CCN(C2CCN(Cc3ccccc3)CC2)CC1	-50%	-8	116	1	78	77	8	116	1%
CC1(C)Cc2c(c(N3CCCCC3)[nH]c(=S)c2C#N)CS1	-18%	30	129	9	93	84	-30	129	-36%
Cc1cccc(C)c1NC(=O)c1c(-c2ccccc2)noc1C	9%	9	122	7	88	81	-9	122	2%
CCOc1ccc(NC(=O)Cn2nc(-c3ccccc3Cl)n(CC)c2=S)cc1	1%	6	185	nt	nt	nt	-6	185	-1%
Clc1ccc2nc(N3CCCCC3)[nH]c2c1	8%	-10	135	14	93	79	10	135	1%

Assay outcomes: PubChem BioAssay, several laboratories
